rCAG RNA binder – molecules binding r(CAG) RNA repeats; r(CAG) RNA repeat, TO-PRO-1 dye displacement fluorescence; inhibition, % at 3 µM; 370,000 compounds, 1.3% hits; AID 651821;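 active means inhibition above the plate cutoff, the mean of all test compounds on that plate plus 3 SD, cut at about 35% in these data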;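 further: 0% = DMSO alone and 100% = 100 µM mitoxantrone as full dye displacement; higher means more dye released from RNA so lower well fluorescence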
PRMT1 inh – inhibitors of human PRMT1 | 370,000 compounds, 1.3% hits | inhibition, % at 2.79 µM | recombinant PRMT1, activity-based probe fluorescence polarization;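 active means inhibition above about 21% made by adding two undisclosed values, limit read from the data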
mABHD4 FP – inhibits mouse alpha/beta hydrolase domain 4. AID 720543. purified mABHD4, FP-Rh probe fluorescence polarization. Q8VD66. 370,000 compounds, 0.54% hits. inhibition, % at 8.92 µM;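 active means inhibition exceeding the mean over every tested compound plus 3 SD, cut at about 30% in these data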;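 further: 0% = plate median of compound wells and 100% = S159A mutant with DMSO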
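system = mouse ABHD4 enzyme, wild type | medium = HEPES pH 7.0, NaCl, Pluronic buffer | also added = FP-Rh probe | incubation = Enzyme–compound pre-incubation 45 min, then probe 60 min, both 25 °C | technique = fluorescence polarization, excitation 525 nm, emission 598 nm, BODIPY TMR filters | controls = S159A mutant high control, sample median low control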
HTRA1 inh – blocks human HTRA1 serine peptidase | Q92743 | recombinant HTRA1, FP-rhodamine activity-based probe, fluorescence polarization | inhibition, % at 5.96 µM | 340,000 compounds, 0.5% hits | AID 504803; in the data active means inhibition above about 36%;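 further: 0% = enzyme with DMSO and 100% = wells lacking enzyme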
LEDGF integ inh – blocks HIV-1 LEDGF/p75-dependent DNA integration; AID 743269; TR-FRET IN-LEDGF/p75 DNA integration, Eu/Cy5; inhibition, % at 3.7 µM; 370,000 compounds, 0.64% hits;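 active means inhibition above the screen-wide mean plus 3 SD, cut at about 13% in these data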;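 further: signal is the Cy5 over europium emission ratio at 671 and 618 nm; 0% = plate median of compound wells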
TCR CD3 inh – inhibitors of human TCR-CD3 interaction; TAMRA-labeled TCR probe fluorescence, biochemical; inhibition, % at 9.4 µM; 360,000 compounds, 0.37% hits; in the data active means inhibition above about 19%;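 further: recombinant mutant TCR 2C K166C tagged with TAMRA read by polarization; 0% = receptor in buffer alone and 100% = receptor with positive control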
MBD2 inh – blocks human MBD2 binding to methylated DNA | Q9UBB5 | TR-FRET, MBD2 binding to methylated oligonucleotide | inhibition, % at 4.4 µM | 370,000 compounds, 0.31% hits | AID 686964; in the data active means inhibition above about 13%
NR1D1 modulator – Rev-erb alpha (human) modulation | AID 1259318 | 370,000 compounds, 0.79% hits | Rev-erbα–FITC-DNA binding, fluorescence polarization, 90 min | activity, % at 10 µM | P20393;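 active means activity above about 14%, limit read from the data; passing the limit was not always enough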;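 further: 0% = DMSO wells with 35 nM protein and 100% = DMSO wells with 750 nM protein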
UHRF1 MBD2 ctr – blocks human UHRF1 binding to methylated DNA; AID 687016; Q96T88; inhibition, % at 4.4 µM; 370,000 compounds, 0.75% hits; UHRF1 binding to methylated oligo, TR-FRET; in the data active means inhibition above about 21%;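 further: UHRF1 SRA domain binding a hemimethylated CpG hairpin DNA probe; 0% = median of test compound wells and 100% = reference inhibitor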
Target sequence (Q96T88 whole entry, looked up, the tested form may be a part): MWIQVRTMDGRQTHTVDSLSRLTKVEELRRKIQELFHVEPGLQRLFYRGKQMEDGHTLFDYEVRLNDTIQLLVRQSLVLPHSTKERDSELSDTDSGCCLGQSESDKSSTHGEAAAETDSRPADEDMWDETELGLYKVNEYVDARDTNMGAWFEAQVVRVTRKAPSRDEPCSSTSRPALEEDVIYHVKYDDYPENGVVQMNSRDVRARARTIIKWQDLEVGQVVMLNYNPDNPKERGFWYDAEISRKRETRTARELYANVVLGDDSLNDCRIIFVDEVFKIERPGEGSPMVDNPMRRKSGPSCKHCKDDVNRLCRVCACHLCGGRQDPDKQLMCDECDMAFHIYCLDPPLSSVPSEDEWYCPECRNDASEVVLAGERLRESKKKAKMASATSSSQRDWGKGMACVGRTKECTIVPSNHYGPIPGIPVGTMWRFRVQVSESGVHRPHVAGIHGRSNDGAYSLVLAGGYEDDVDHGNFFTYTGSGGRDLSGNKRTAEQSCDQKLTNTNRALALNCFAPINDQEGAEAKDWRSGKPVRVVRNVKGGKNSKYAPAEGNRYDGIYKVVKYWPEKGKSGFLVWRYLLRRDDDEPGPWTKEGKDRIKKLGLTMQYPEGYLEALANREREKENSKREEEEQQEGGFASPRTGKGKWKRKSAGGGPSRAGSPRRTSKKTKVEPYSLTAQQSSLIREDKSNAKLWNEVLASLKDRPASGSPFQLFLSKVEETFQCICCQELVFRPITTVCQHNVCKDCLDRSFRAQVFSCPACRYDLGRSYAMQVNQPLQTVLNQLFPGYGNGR
PG9 binder – PG9 antibody binding by small molecule; TR-FRET gp120-PG9 antibody binding; inhibition, % at 6.7 µM; 360,000 compounds, 0.43% hits; in the data active means inhibition above about 8.5%
The depositor's hits bear a star; / = not tested or not shown.

SMILES	rCAG RNA binder	PRMT1 inh	mABHD4 FP	HTRA1 inh	LEDGF integ inh	TCR CD3 inh	MBD2 inh	NR1D1 modulator	UHRF1 MBD2 ctr	PG9 binder
CN(CC(=O)Nc1ccc(F)cc1)C(=O)Cn1cnc2ccc([N+](=O)[O-])cc2c1=O	3	1	3	7	0	2	2	1	1	-1.4
O=C1N=C(N2CCCC2)S/C1=C\c1ccccc1	-3	-2	5	0	-1	-1	-10	2	-7	-1.7
S=C(Nc1ccc(Cl)cc1)NC1CCN(Cc2ccccc2)CC1	-3	-4	-1	-2	-1	2	-7	5	-2	0.1
CCOC(=O)c1cccc(-n2cccc2/C=C2\NC(=O)N(CC(=O)O)C2=O)c1	24	8	4	3	4	-3	3	6	1	-4.9
CC1CN(c2nc3c(c(=O)n(Cc4ccc(Cl)c(Cl)c4)c(=O)n3C)n2C)CC(C)O1 (stereo unspecified)	-3	-4	6	-8	2	-5	0	-4	5	-3.4
CCCCC(=O)Nc1cnc(NC(=O)c2ccco2)cc1C	0	-1	-1	-6	2	4	3	-4	-1	0.8
Cc1ccc2nc(SCC(=O)Nc3cc([N+](=O)[O-])ccc3F)[nH]c2c1	7	-3	-5	-14	0	5	6	1	-2	-2.4
COCCCn1c(-c2ccc(OC)cc2)nc2c1c(=O)[nH]c(=O)n2Cc1ccccc1	8	-9	-7	-1	3	-2	-1	-1	1	1.1
O=C(NC1CCCCC1)N1CCN(c2ccccc2Cl)CC1	-9	1	-8	10	-1	0	4	-5	-5	0.2
O=C(NNc1nc(-c2ccccc2)cs1)c1ccco1	18	42*	1	6	2	1	-5	2	-1	-0.8
COC(=O)[C@H]1C[C@H]1[C@@H](NC(=O)c1ccc[nH]1)c1ccccc1	8	2	-4	-5	1	-3	4	1	4	0.0
Cc1cccc(NC(=O)COc2ccccc2C)n1	-4	-3	-4	-10	2	5	3	-5	2	0.7
C/C(CCc1ccc2c(c1)OCO2)=N\NC(=O)c1ccccc1Br	-1	0	0	-2	-2	10	-3	-2	-2	-0.9
Cc1ccc(C(=O)OCC(=O)NCc2cc(C)c(O)c(C)c2)cc1S(=O)(=O)N1CCCCC1	6	7	11	-21	-2	8	10	-5	6	1.4
Cc1ccc(NC(=S)N(CCN(C)C)Cc2cccs2)cc1	-7	5	5	-5	-3	-7	4	0	2	0.3
CCc1ccc(Nc2ncc3c(n2)CC(c2ccco2)CC3=O)cc1 (stereo unspecified)	7	6	-6	-16	-1	4	-1	3	3	0.5
O=[N+]([O-])c1ccc2[nH]c3c(c2c1)CCCC3	5	0	7	-27	-3	8	-2	1	-2	-1.4
Cc1ccc(NC(=O)C2CC(=O)N(CCc3ccccc3)C2)c(C)c1 (stereo unspecified)	-6	-3	3	-4	4	-1	1	-4	1	0.6
Cc1cccc(C)c1NC(=O)CN(C)C(=O)CCc1nc2sc3c(c2c(=O)[nH]1)CCCC3	15	4	3	-1	-2	6	4	3	13	2.0
COc1ccc(CC(=O)OCC(=O)N2CCN(S(=O)(=O)c3ccc(C)cc3C)CC2)cc1OC	-8	1	0	-2	0	-10	0	2	1	1.2

Part of the list above, set out differently.
structure | rCAG RNA binder | PRMT1 inh | mABHD4 FP | HTRA1 inh | LEDGF integ inh | TCR CD3 inh | MBD2 inh | NR1D1 modulator | UHRF1 MBD2 ctr | PG9 binder
CN(CC(=O)Nc1ccc(F)cc1)C(=O)Cn1cnc2ccc([N+](=O)[O-])cc2c1=O | 3 | 1 | 3 | 7 | 0 | 2 | 2 | 1 | 1 | -1.4
O=C1N=C(N2CCCC2)S/C1=C\c1ccccc1 | -3 | -2 | 5 | 0 | -1 | -1 | -10 | 2 | -7 | -1.7
S=C(Nc1ccc(Cl)cc1)NC1CCN(Cc2ccccc2)CC1 | -3 | -4 | -1 | -2 | -1 | 2 | -7 | 5 | -2 | 0.1
CCOC(=O)c1cccc(-n2cccc2/C=C2\NC(=O)N(CC(=O)O)C2=O)c1 | 24 | 8 | 4 | 3 | 4 | -3 | 3 | 6 | 1 | -4.9

New compounds follow:
SMILES	rCAG RNA binder	PRMT1 inh	mABHD4 FP	HTRA1 inh	LEDGF integ inh	TCR CD3 inh	MBD2 inh	NR1D1 modulator	UHRF1 MBD2 ctr	PG9 binder
C=CCNc1nc(C2(C)CC3(CC(C)OC3=O)C(=O)O2)cs1 (stereo unspecified)	-1	-1	-3	2	-3	0	-1	1	0	-1.9
Brc1ccc2oc3c(N4CCOCC4)ncnc3c2c1	0	0	1	-13	-1	-3	-4	-3	-2	0.1
CCOC(=O)Cc1csc(NC(=O)CS(=O)(=O)Cc2ccccc2)n1	-3	1	-4	-1	1	-1	-4	-3	-3	-1.1
Nc1ncnc2c1ncn2[C@@H]1O[C@H](COP(=O)(O)O)[C@@H](O)[C@H]1O	1	3	2	5	-5	0	1	7	0	1.9
COc1ccc(CN2[C@@H](CC(=O)O)c3ccccc3S2(=O)=O)cc1	5	-1	-3	2	2	6	2	-2	3	-0.9
CN(CCOc1ccc(Cl)cc1)C(=O)CN1C(=O)NC2(CCCC2)C1=O	-6	-2	0	-6	2	2	1	-3	-1	3.1
CCC(c1nnnn1Cc1ccccc1)N(Cc1ccco1)Cc1cc2cc(OC)ccc2[nH]c1=O (stereo unspecified)	4	6	1	4	0	-7	-3	1	0	0.9
COc1cc(C(=O)OCC(=O)NC(C)CCc2ccccc2)cc(OC)c1OC (stereo unspecified)	-9	-3	3	9	4	-2	1	4	0	-1.9
CCCCn1c(=O)c(CCC(=O)OC(C)C(=O)Nc2cccc(Cl)c2Cl)nc2ccccc21 (stereo unspecified)	8	4	-6	0	-1	-1	9	11	12	-0.1
Cn1cc(S(=O)(=O)N2CCCC(C(=O)O)C2)cn1 (stereo unspecified)	0	-1	0	-2	3	5	-4	1	1	-2.2
COc1ccccc1N1CCN(S(=O)(=O)c2cc(-c3cc(C)no3)ccc2C(C)C)CC1	3	0	0	-4	4	7	-3	2	0	-1.5
Cn1c(N)c(C(=O)COC(=O)CCCc2c[nH]c3ccccc23)c(=O)n(C)c1=O	5	1	-2	-2	-1	2	4	-3	1	0.1
Cc1cc(O)c(C2(C(F)(F)F)NCCNC2=O)cc1C (stereo unspecified)	1	1	2	-1	1	6	2	1	-2	-0.4
O=c1cc(-c2ccsc2)oc2cc(-c3ccc4c(c3)OCO4)ccc12	4	0	-1	-7	0	-7	-3	-11	6	1.0
COc1ccccc1C(=O)Nc1ccnn1C1CCN(C)CC1	-2	-2	-5	5	2	-5	3	0	0	1.1
Cc1ccc(C)c(NC(=O)Cc2ccc(S(=O)(=O)N3CCCCC3)s2)c1	3	1	4	-7	-1	-3	1	8	1	-0.4
CCC(=O)OC1CC(C)N(C(=O)c2ccccc2)c2ccc(C)cc21 (stereo unspecified)	-6	1	-2	-10	0	3	-1	-1	0	-1.0
Cc1cc(F)ccc1S(=O)(=O)Nc1ccc(C(=O)N2CCCCCC2)cc1	9	6	-4	-7	-4	4	0	3	0	1.5
Cc1ccc(CNS(=O)(=O)c2c(C(=O)N3CCCCC3)c(C)n(C)c2C)cc1	-2	3	6	0	3	2	-6	4	2	-2.2
COc1cc(NC(=O)CSc2nnc(-c3ccncc3)n2C2CCCCC2)ccc1NC(=O)c1ccco1	1	1	4	-6	2	7	0	-1	-2	1.1
CCOc1ccc(NC(=S)N(CCN2CCOCC2)Cc2cc3cc4c(cc3[nH]c2=O)OCO4)cc1	6	3	-4	-2	6	-6	7	0	1	0.9
Oc1cc2c(cc1C(c1ccc(Br)cc1)N1CCCC1)OCO2 (stereo unspecified)	3	6	6	1	-2	11	3	1	0	-0.3
O=C(CC1C(=O)NCCN1CC(c1ccccc1)c1ccccc1)NC1CC1 (stereo unspecified)	5	1	1	-2	2	-3	6	2	1	0.7
CC1CCCCC12NC(=O)N(CC(=O)NNC(=O)c1ccc(Br)cc1)C2=O (stereo unspecified)	0	4	-9	-6	4	1	-4	-7	0	2.2
O=C(NCc1ccccc1)OC1CCC12CCC(c1ccccc1)CC2 (stereo unspecified)	/	-1	-12	/	7	/	-1	6	0	/
CCOC(=O)c1c(NC(=O)CSc2c[nH]c3ccccc23)sc2c1CCCC2	15	4	-15	-19	-1	-4	0	3	-2	-2.1
COc1ccc(CNC(=O)c2ccc3ccccc3n2)cc1OC	-3	-3	0	12	3	1	-4	-4	1	0.2
CCCCC(=O)Nc1cc([N+](=O)[O-])ccc1F	-1	-2	5	-1	1	3	4	-2	0	2.0
Cc1cc(NC(=O)CSc2nnc(Cc3ccccc3)o2)no1	1	-2	-11	6	0	5	-5	-1	4	1.5
O=C1N=C2N(CCN3CCCCC3)c3ccccc3N2/C1=C\c1ccc([N+](=O)[O-])s1	2	-1	4	9	3	4	-1	-4	-2	-0.6
OCCCNc1ncnc2sc(-c3ccccc3)cc12	0	0	-1	-5	-2	1	-6	-4	-1	3.0
CNC(=O)C1(C(F)(F)F)C/C(=C\CCO)CCCO1 (stereo unspecified)	1	4	-2	3	-3	-5	5	-1	0	0.4
CCOc1ccc2c(C)c(Cl)c(=O)oc2c1	1	2	2	-2	-1	0	-2	-2	-4	0.8
COc1ccc(-c2c(C(C)=O)c(C)nc3sc4c(c23)NC(c2ccccc2)NC4=O)cc1 (stereo unspecified)	2	1	2	-2	3	0	-5	6	-1	-0.4
CCOC(=O)C(=O)N=Nc1c(O)n(C)c2ccccc12	-1	4	1	13	1	3	-6	-4	4	-2.4
CCc1ccc(NC(=O)CNC(=O)[C@@H]2Cc3ccccc3CN2C(=O)OC(C)(C)C)cc1	-7	-4	-1	-7	-1	12	-5	-4	-1	-2.1
Cc1ccc(S(=O)(=O)C(C#N)=C2N(C)c3ccccc3N2C)cc1	-4	13	-6	4	3	-5	1	-2	4	1.2
CC(C)n1ncc2c(C(=O)NCCOc3ccccc3F)cc(C3CC3)nc21	0	1	-8	-29	3	1	-8	-2	1	-0.7
CN(C)C(CNC(=O)CCNC(=O)c1ccccc1Cl)c1ccco1 (stereo unspecified)	5	-3	1	1	0	-1	-4	1	-4	-2.0
Cc1ccc(S(=O)(=O)NCCNc2ccccc2[N+](=O)[O-])cc1	-1	1	-1	-6	-1	1	-5	4	-5	-0.6
COc1ncnc2c1ncn2CCCNCC(C)c1ccccc1 (stereo unspecified)	0	-3	-2	2	1	3	0	-6	-2	-0.3
CCCN(C(=O)CSc1cc(-c2ccccc2)c2ccc(OC)cc2n1)C1CCS(=O)(=O)C1 (stereo unspecified)	1	3	-22	-22	0	-9	3	-2	5	0.1
C=CCn1c(COc2ccc(Cl)cc2)nnc1SCC(=O)c1ccc(-c2ccccc2)cc1	8	8	1	/	-1	/	-2	11	0	/
Cc1cccc(C(=O)NC(=S)NNC(=O)c2ccc(Cl)cc2)c1	17	4	3	13	7	-3	-1	-3	-7	-0.7
CCN(CC)c1ccc(NC(=O)COc2ccc(C#N)cc2)cc1S(=O)(=O)Nc1ccc(OC)cc1	14	8	-46	-43	0	-1	3	2	4	-0.8
Cc1ccc(OC(=O)C(F)(F)F)c2c1NCCC2	-1	1	3	-1	3	-3	9	-1	7	0.1
O=C(Cc1ccc(F)cc1)Nc1cccc(-c2cn3c(n2)SCC3)c1	11	9	-6	-13	-4	-3	6	0	5	-0.5
CCn1c(/C=C/c2ccc(O)c(O)c2)nc2ccccc2c1=O	14	4	27	59*	5	14	-3	1	0	-4.7
CC1(C)CC(=O)C2=C(C1)OC(N)=C(C#N)C2c1ccccc1 (stereo unspecified)	1	-2	-2	-3	-1	6	1	-1	0	-1.9

This is a subset; the hit share may differ from the screen's.
